# Screening data as filed in PubChem BioAssay.
# IMPase inh – qHTS Assay for Identifying the Cell-Membrane Permeable IMPase Inhibitors; 120,000 tested, under 10 active; inhibition (IP1 accumulation), % at 46.1 µM; CHO-M1 cells, IP1 accumulation, HTRF TR-FRET ratio; Inositol monophosphatase 1 (Rattus norvegicus), P97697; AID 901, 2007; active means well fitted curve in the direction sought with a large enough effect in the signal ratio, not every such curve was filed as active; inconclusive means small, poorly fitted or top-dose-only effect, or a change in a side signal; inactive means no such curve, though single readings can be large or run the other way; the % refers to the signal ratio;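 further: cells stimulated with carbachol in lithium chloride buffer; plate controls were DMSO basal wells for no effect and reference inhibitor wells for full effect; higher means more IMPase inhibition seen as more IP1 and lower FRET ratio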
# Target sequence (P97697 whole entry, looked up): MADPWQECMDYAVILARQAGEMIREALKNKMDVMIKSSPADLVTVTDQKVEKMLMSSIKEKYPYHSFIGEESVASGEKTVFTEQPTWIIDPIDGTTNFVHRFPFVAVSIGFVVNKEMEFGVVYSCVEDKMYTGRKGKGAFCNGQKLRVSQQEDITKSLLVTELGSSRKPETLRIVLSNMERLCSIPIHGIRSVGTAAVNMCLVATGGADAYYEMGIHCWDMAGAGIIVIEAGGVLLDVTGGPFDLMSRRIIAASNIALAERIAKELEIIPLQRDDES
#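 The IP-One HTRF competitive assay in carbachol-stimulated CHO-M1 cells quantifies cellular IP1. Compounds spanned up to 46 uM final, and activity is expressed as AC50 from concentration-response fits of the ratio and donor data.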
# 15-hLO-2 inh – qHTS Assay for Inhibitors of 15-hLO-2 (15-human lipoxygenase 2). 110,000 compounds, 0.56% hits. purified 15hLO-2, xylenol orange hydroperoxide absorbance. Potency, µM (titrated, usually from 57.1 µM), for inactives: at the top dose activity change, negative = inhibition, usual class: inhibitors. Polyunsaturated fatty acid lipoxygenase ALOX15B (Homo sapiens), O15296; further: potency means the concentration at half of the fitted maximal effect; nearly all actives have a fitted effect of over 60% in size; many of its hits are not listed in these tables
#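 Purified human 15hLO-2 (50 nM) preincubated 15 min with compound, then 45 uM arachidonic acid for 90 min at RT in 25 mM Hepes pH 7.5, 0.01% Triton X-100. Hydroperoxide detected by Fe-xylenol orange; 573/405 nm absorbance ratio.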
# PNC inhibitor – High Content Assay for Compounds that inhibit the Assembly of the Perinucleolar Compartment | 140,000 compounds, 3.1% hits | PC3M PTB-GFP, PNC prevalence imaging, 16 h; hits give low values | activity change (PNC), negative = inhibition, % at 10 µM;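 active means readout at or below -70, meaning at least 70% loss of cells showing the perinucleolar compartment, a nuclear body marking cancer cells; inconclusive means readout between -30 and a set limit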;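 further: plate controls were DMSO wells for no effect and camptothecin positive control wells for full effect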
#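 Compounds are pinned in duplicate onto adhered PC3M cells stably expressing GFP-tagged PTB and incubated 16 h at 37 C. Cells are then fixed, nuclei stained with Hoechst, and PNC-positive cells counted.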
# ALOX12 inhib – qHTS Assay for Inhibitors of 12-hLO (12-human lipoxygenase) | purified 12-hLO, xylenol orange hydroperoxide absorbance | Potency, µM (highest dose often 57.1 µM), for inactives: top-dose activity change, negative = inhibition, most hits filed as inhibitors | 150,000 compounds, 0.12% hits; further: potency means the concentration at half of the fitted maximal effect; nearly all actives have a fitted effect of over 55% in size; many of its hits are not listed in these tables
# Target sequence (P18054 whole entry, looked up): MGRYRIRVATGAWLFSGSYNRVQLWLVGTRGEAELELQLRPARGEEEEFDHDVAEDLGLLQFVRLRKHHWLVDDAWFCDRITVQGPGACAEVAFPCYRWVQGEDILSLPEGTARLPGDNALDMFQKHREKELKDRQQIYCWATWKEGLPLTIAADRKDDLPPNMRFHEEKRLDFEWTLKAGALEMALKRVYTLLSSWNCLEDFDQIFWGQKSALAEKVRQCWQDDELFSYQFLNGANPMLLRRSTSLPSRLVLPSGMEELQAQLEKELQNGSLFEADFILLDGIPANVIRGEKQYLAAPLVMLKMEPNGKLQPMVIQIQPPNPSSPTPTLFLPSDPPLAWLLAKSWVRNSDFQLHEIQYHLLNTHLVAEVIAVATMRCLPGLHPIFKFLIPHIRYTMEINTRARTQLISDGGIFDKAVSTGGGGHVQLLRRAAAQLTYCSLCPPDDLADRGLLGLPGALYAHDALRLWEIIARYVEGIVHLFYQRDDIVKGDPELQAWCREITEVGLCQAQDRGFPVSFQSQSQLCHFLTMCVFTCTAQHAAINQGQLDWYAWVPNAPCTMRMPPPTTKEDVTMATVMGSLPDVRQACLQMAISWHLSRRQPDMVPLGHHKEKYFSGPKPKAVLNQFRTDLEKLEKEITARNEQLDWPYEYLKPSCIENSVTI
#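 Hydroperoxide formation by human 12-lipoxygenase from 40 uM arachidonic acid was followed colorimetrically via ferric-xylenol orange complex, using the 573/405 nm absorbance ratio. Enzyme concentration was 150 nM, with 30 min reaction at room temperature.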
# Starred values were filed as active, the others as inactive; u = inconclusive; x = not tested or not shown; [ ] = another dose, or the depositor's remark. Unless noted, the call rests on the fitted dose curve; in most records, active means well fitted curve in the direction sought with a large enough effect; inconclusive means small, poorly fitted or top-dose-only effect, or another doubt; inactive means no such curve, though single readings can be large; an effect the other way counts as inactive or inconclusive. Unless noted, on the % scale 0 is the no-effect control and ±100 the full control effect. Not all compounds are listed. The share of hits here may be higher or lower than overall.
IMPase inh	15-hLO-2 inh	PNC inhibitor	ALOX12 inhib	compound
-2.2	x	13.1	1.8%	CCCCN(C)S(=O)(=O)c1ccc(C(=O)Nc2nnc(-c3cccs3)o2)cc1
x	x	u	0.8%	O=C(NCCCN1CCCC1=O)c1ccc2c(=O)n(Cc3ccco3)c(=S)[nH]c2c1
x	x	u	-2.9%	CC(C)(C)C1CCc2c(sc3nc(SCC(N)=O)nc(N)c23)C1 (stereo not given)
4.1	0.3%	-16.7	-0.6%	Nc1ccc(CCS(N)(=O)=O)cc1
-2.8	2.2%	9.1	1.0%	CC(OC(=O)CN1C(=O)C2CCCCC2C1=O)C(=O)Nc1ncc(Cl)cc1Cl (stereo not given)
-1.2	-4.2%	u	5.9%	CCOc1ccc(NC(=O)CCC(=O)O)cc1
7.7	x	-13.0	3.2%	O=C(N1CCOCC1)N1c2ccccc2Sc2ccccc21
-0.8	3.9%	-25.8	-4.6%	CCCCNC(=O)NS(=O)(=O)c1ccc(C)cc1
x	x	15.0	0.3%	CC(C)(C)c1nnc(NC(=O)Cc2ccc(Br)cc2)s1
-10.8	11.6%	u	-3.4%	O=C(Nc1nccs1)c1ccc(-c2ccccc2Cl)o1
17.6	11.4%	u	-5.2%	CC1CCC2(CC1)NC(=O)c1ccccc1O2 (stereo not given)
-6.7	4.2%	32.5	-8.3%	CCCc1[nH]nc2c1C(CCC)C(C#N)=C(N)O2 (stereo not given)
5.5	-4.6%	25.1	-5.1%	O=C(Nc1ccccc1Cl)c1cc(S(=O)(=O)N2CCCCC2)ccc1N1CCOCC1
-0.9	14.2%	-9.0	-0.9%	Cc1ccccc1Cn1c(C(C)O)nc2ccccc21 (stereo not given)
6.0	-4.3%	u	1.4%	Cc1ccc(CC2CC(=O)N(c3ccc(Cl)cn3)C2=O)cc1 (stereo not given)
0.4	2.7%	46.5	-21.3%	COc1ccc(N(CC(=O)N2CCN(c3ccccc3)CC2)S(=O)(=O)c2c(C)noc2C)cc1
x	x	20.4	-3.2%	CCOc1ccc(N=Nc2cc(C(C)C)ccc2O)cc1
9.3	35.2%[activator]	22.4	4.4%	CN(C)CCCNC(=O)c1ccc2[nH]c3ccccc3c2c1
-3.9	-2.1%	44.7	3.3%	COc1ccccc1NC(=O)CN1CCN(CC(=O)Nc2ccc(F)cc2)CC1
16.6	-6.9%	u	-3.7%	CC(C)CCNC(=O)Cn1c(=O)oc2cc(S(=O)(=O)N3CC(C)CC(C)C3)ccc21 (stereo not given)
5.6	-6.1%	30.3	-6.4%	COc1cccc(C(=O)N2CCN(Cc3ccc4c(c3)OCO4)CC2)c1OC
9.9	2.4%	-5.7	3.1%	CN(C)S(=O)(=O)c1ccc(Oc2ccc(S(=O)(=O)N(C)C)cc2)cc1
-3.2	x	15.0	0.3%	COc1ccc(/C=C2/SC(=O)N(CCC(=O)Nc3ccc(S(=O)(=O)Nc4nccs4)cc3)C2=O)cc1
3.0	8.1%	-18.0	0.5%	CCC(C)SCc1nc2ccccc2[nH]1 (stereo not given)
3.2	1.7%	16.1	4.9%	N=c1oc2ccccc2cc1C(=O)N/N=C/c1ccccc1
x	2.9%	x	-1.9%	Cc1cnc(CNc2ncnc3ccc(-c4ccccc4C#N)cc23)cn1
10.2	13.9%	14.1	-6.1%	CCOc1ccc(NCc2cc3c(C(C)(C)C)nn(-c4ccccc4)c3[nH]c2=O)cc1
x	x	u	0.0%	O=C(CCc1ccccc1)NCCC1=CCCCC1
-5.7	4.1%	2.7	-3.6%	CCOC(=O)Nc1cccc(OCC(=O)Nc2ccccc2OC)c1
x	x	-14.4	0.9%	Cc1ccccc1C(=O)NNC(=O)CSc1nnc(-c2ccncc2)n1-c1ccccc1
-1.3	39.8%[activator]	38.1	1.5%	CCOc1ccc(C2CC(c3cccc(C)c3)n3ncnc3N2)cc1 (stereo not given)
-1.4	x	-4.0	-5.7%	Cc1ccc(-c2cc(C(=O)Nc3ccc(S(=O)(=O)Nc4nccs4)cc3)c3ccccc3n2)c(C)c1
x	-0.7%	x	3.0%	CS(=O)(=O)N1CCC[C@@]2(CCN(Cc3nccs3)C2)C1
13.8	x	89.2	-2.8%	COc1cccc(-n2nnc3c(=O)n(CC(=O)OCc4ccccc4)cnc32)c1
-8.9	x	371.9	-0.1%	Cc1ccc(OCCn2c(Br)nc3c2c(=O)n(C)c(=O)n3C)cc1
-3.9[20.6 µM]	11.6%[25.6 µM]	x	1.2%[25.6 µM]	O=C(NC[C@@H](O)CO)c1c(I)c(C(=O)NC[C@@H](O)CO)c(I)c(N(CCO)C(=O)CO)c1I
-0.3	x	-27.5	-3.5%	Cc1cccc(OCc2nnc(NC(=O)Cc3cccs3)s2)c1
3.2	10.4%	u	-9.6%	Cc1cc2n(n1)C(c1ccccc1Cl)Nc1ccccc1-2 (stereo not given)
x	x	57.3	-26.1%	COc1cccc(NC(=S)N(CCc2c(C)[nH]c3ccccc23)Cc2cccs2)c1
-7.7	x	u	1.3%	COC(=O)c1ccc(=O)n(Cc2ccco2)c1
18.1	u	1.4	-9.4%	CC1=Nc2cccc3cccc(c23)N1
2.9	-9.1%	102.8	3.3%	N#Cc1c(-c2ccccc2)ccn(Cc2ccccc2Cl)c1=O
-5.2	1.3%	21.6	-5.8%	Cc1cc(NC(=O)c2cc(-c3ccco3)on2)no1
0.3	21.1%	28.4	3.3%	Cc1ccn2c(C(=O)c3ccc(Cl)cc3)cnc2c1
2.5	-0.3%	4.3	0.9%	CCOCCCN(C(=O)CNC(=O)c1ccco1)C(C(=O)NC1CCCC1)c1ccccc1C (stereo not given)
1.9	-1.6%	10.2	-5.2%	CS(=O)(=O)N(CC(=O)NC1CC2CCC1C2)c1cccc(C(F)(F)F)c1 (stereo not given)
u	u	u	u	Nc1scc2c(C(=O)N/N=C/c3ccc(Cl)cc3)nn(-c3ccccc3)c(=O)c12
5.4	0.2%	u	-3.9%	CCC(Sc1nc2c(c(=O)n1CC)SC(C)C2)C(=O)OC (stereo not given)
3.2	-1.5%	-8.4	-1.9%	CCC(C)N(CC(=O)NCc1ccc(OC)cc1)C(=O)c1csnn1 (stereo not given)
3.9	-17.1%	u	-8.6%	COc1cc2cc(C(c3nnnn3C3CCCC3)N3CCc4ccccc43)c(=O)[nH]c2cc1OC (stereo not given)
-5.0[9.22 µM]	5.4%	12.7	-4.2%	O=S(=O)(NCc1ccco1)c1cccc(S(=O)(=O)N2CCOCC2)c1
x	x	8.8	-1.8%	O=C(N/N=C/c1ccccn1)c1cc(-c2ccc(Cl)cc2)nc2ccccc12
-0.6	x	92.7	5.7%	COc1ccc(S(=O)(=O)N(CC(=O)N2CCCC2)Cc2ccccc2)cc1
-1.4	9.0%	u	-9.7%	COc1cccc(OCC(=O)N(Cc2nc(-c3ccc(Cl)cc3)no2)C(C)C)c1
x	x	14.6	-1.8%	COc1ccc(CC(=O)Nc2nc(-c3cccc([N+](=O)[O-])c3)cs2)cc1
4.4	-1.9%	6.3	-2.5%	CC(C)(C)NC(=O)NC(=O)COC(=O)c1ccco1
5.5	-25.4%	-28.8	-21.4%	Cc1cccc(CN2C(=O)N/C(=C/c3cc(C)n(-c4ccccn4)c3C)C2=O)c1
8.3	-7.4%	-16.7	-0.4%	N#Cc1ccc2ccn(CC(=O)NC3CCCCCC3)c2c1
-4.2	-0.2%	46.8	-3.8%	C(#Cc1ccc(C#CCN2CCOCC2)cc1)CN1CCOCC1
-10.1	2.8%	26.4	0.9%	Cc1cccc(OCC(=O)N2CCN(C(=O)c3cccs3)CC2)c1

# Some of the entries above, set out differently:
O=C(N/N=C/c1ccccn1)c1cc(-c2ccc(Cl)cc2)nc2ccccc12
  IMPase inh: x; 15-hLO-2 inh: x; PNC inhibitor: 8.8; ALOX12 inhib: -1.8%

COc1ccc(S(=O)(=O)N(CC(=O)N2CCCC2)Cc2ccccc2)cc1
  IMPase inh: -0.6; 15-hLO-2 inh: x; PNC inhibitor: 92.7; ALOX12 inhib: 5.7%

# (list continues)
IMPase inh	15-hLO-2 inh	PNC inhibitor	ALOX12 inhib	compound
x	x	-28.8	0.7%	CCOc1cc(/C=N/O)ccc1OCc1ccc(C)cc1
u	x	-20.3	-2.3%	CCOC(=O)CCCNS(=O)(=O)c1c(C)ccc2nsnc12
x	x	57.6	-1.6%	CC(C)C(=O)Nc1ccc(C(=O)NN2C(=O)c3ccccc3C2=O)cc1
7.5	-1.0%	28.9	-4.1%	Cc1ccc(S(=O)(=O)N(c2ccccc2)C2CCS(=O)(=O)C2)cc1 (stereo not given)
x	x	-10.3	0.4%	Cn1cnc([N+](=O)[O-])c1Oc1ccccc1
x	x	-87.3*	-0.6%	CCCCNC(=S)NNC(=O)c1cccnc1
-4.4	-12.9%	u	-3.8%	Nc1nc(SCc2ccccc2)ns1
1.7	5.2%	31.4	-1.3%	COc1cccc(CN(CC2CCCO2)S(=O)(=O)c2ccc(S(=O)(=O)NCC3CCCO3)cc2)c1OC (stereo not given)
0.8	2.7%	-17.1	0.5%	O=S(=O)(NCCN1CCCC1)c1cccc2cccnc12
8.5	-23.2%	u	-17.4%	CCN1C(=O)/C(=C/c2cc(C)n(C)c2C)SC1=Nc1ccc(OC)cc1
-3.4	-1.6%	-112.1*	-6.0%	CCOC(=O)c1sc(/N=C/c2c(C)[nH]n(-c3ccccc3)c2=O)c(C#N)c1C
9.4	-5.5%	-22.5	-14.6%	CCc1c(C)nc2ncnn2c1N1CCCC(C(=O)NCc2ccc3c(c2)OCO3)C1 (stereo not given)
13.1	-6.9%	-12.8	-4.9%	CC(C)OC(=O)CSc1nc2ncc(Cl)cc2[nH]1
1.1	4.0%	-23.8	-2.7%	COCCCNC(=O)CN1C(=O)c2ccccc2C1=O
-0.8	-5.0%	63.1	10.4%	O=C(Nc1ccccc1)Nc1nccs1

# Individual results from the list.
# Result for Cc1ccc(S(=O)(=O)N(c2ccccc2)C2CCS(=O)(=O)C2)cc1 (stereo not given) under ALOX12 inhib: -4.1%
# Result for CCOC(=O)c1sc(/N=C/c2c(C)[nH]n(-c3ccccc3)c2=O)c(C#N)c1C under 15-hLO-2 inh: -1.6%
# Result for Nc1nc(SCc2ccccc2)ns1 under ALOX12 inhib: -3.8%
# Result for O=S(=O)(NCCN1CCCC1)c1cccc2cccnc12 under PNC inhibitor: -17.1
# Result for O=C(Nc1ccccc1)Nc1nccs1 under PNC inhibitor: 63.1

# Continuation:
IMPase inh	15-hLO-2 inh	PNC inhibitor	ALOX12 inhib	compound
x	x	1.1	-6.4%	CCOc1ccc(Cn2c(O)cc(=O)[nH]c2=O)cc1
1.3	-1.1%	-2.4	-6.3%	C=CCOC(=O)C1=C(C)NC(SCC(=O)N(CC)CC)=C(C#N)C1c1ccccc1 (stereo not given)
4.3	7.9%	u	1.6%	Cc1cc(N)ccc1NC(=O)c1ccccc1
6.9	0.6%	25.0	-7.4%	CCCNS(=O)(=O)c1ccc(CCC(=O)NCc2ccc3c(c2)OCO3)cc1
1.6	1.3%	6.5	4.4%	COc1ccc(C(=O)OC(C(=O)c2ccc(C)cc2)c2ccccc2)cc1 (stereo not given)
x	-2.3%[11.4 µM]	x	-2.5%[11.4 µM]	c1ccc2c(CC3NCCN3)cccc2c1
1.8	-7.1%	42.0	-3.0%	Cc1ccc(NC(=O)CCN2C(=O)c3ccncc3C2=O)cc1
-0.5	-2.5%	u	-3.6%	CC/C(=N\NC(=O)c1ccc2c(c1)OCO2)C12CC3CC(CC(C3)C1)C2
x	x	-16.8	5.8%	Cc1cc(NS(=O)(=O)c2ccc(NC(=O)c3cc(-c4ccccc4Cl)nc4ccccc34)cc2)no1
-0.4	-4.8%	24.3	0.3%	CN=C1SC(CC(=O)Nc2cccc(C(F)(F)F)c2)C(=O)N1C (stereo not given)
5.0	-3.6%	-15.0	-4.1%	Cc1csc2nc(CNC(=O)CCC(=O)O)cn12
